STEP inh – blocks human striatal-enriched tyrosine phosphatase; 0.25% of 360,000 active; inhibition, % at 20 µM; recombinant STEP, OMFP fluorogenic substrate, fluorescence; AID 588621;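 active = inhibition at 20 µM, scaled per plate between control wells, above about 37%, limit read from the data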;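 also: 0% = DMSO with enzyme and substrate and 100% = substrate only without enzyme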
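Material: STEP (striatal-enriched tyrosine phosphatase) enzyme, cell-free | Medium: 50 mM Bis-Tris pH 6.0 with 2.5 mM DTT and 0.005% Tween 20 | Read-out: Percent inhibition scaled to no-enzyme and uninhibited-enzyme controls, plate-pattern corrected | Signal: Fluorescence read at 480 nm ex / 540 nm em | Times: 20 min reaction, room temperature, in the dark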
MsrA inh – bovine MsrA inhibition. purified bovine MsrA, absorbance read-out. inhibition, % at 15.5 µM. 0.75% of 360,000 active; in the data active = inhibition above about 4.5%;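 also: 0% = vehicle wells with enzyme and 100% = reference inhibitor wells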
DNMT1 block – DNMT1 (human) enzyme inhibition. P26358. DNMT1 molecular beacon, Hinp1I cleavage, fluorescence. inhibition (reported as % activation of signal), % at 10 µM. 0.83% of 360,000 active. AID 588458; in the data active = inhibition above about 50%
LMPTP inh – blocks human LMPTP phosphatase; P24666; recombinant LMPTP-A, OMFP fluorogenic substrate, fluorescence intensity; inhibition, % at 20 µM; 0.22% of 360,000 active; AID 651560;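 active = compounds that cut the enzyme signal by at least half of the control window in the single-dose screen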;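 also: plate controls were DMSO wells with enzyme plus substrate for no effect and substrate without enzyme for full effect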
Target sequence (P24666 whole entry, looked up): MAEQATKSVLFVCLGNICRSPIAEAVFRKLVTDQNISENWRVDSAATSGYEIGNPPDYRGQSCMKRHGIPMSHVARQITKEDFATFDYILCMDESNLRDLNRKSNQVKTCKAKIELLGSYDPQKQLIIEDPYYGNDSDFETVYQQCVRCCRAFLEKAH
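Test system – LMPTP-A phosphatase enzyme · Quantity – 0.625 nM LMPTP-A final · Reagent – OMFP substrate, 400 µM final · Dosing – one test concentration per compound, 20 µM, with 3% DMSO overall · Timing – 50 min enzyme reaction at room temperature, protected from light · Detection – fluorescence intensity · Controls – substrate-only low control, DMSO enzyme-plus-substrate high control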
Rpn11 inh – blocks the human proteasome subunit Rpn11; 0.59% of 360,000 active; AID 588493; human 26S proteasome, Ub4-pepOG fluorescence polarization; 20S core pre-blocked with epoxomicin; calls only at 20 µM;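 active = inhibition at 20 µM, scaled to each plate's controls, above about 33%, limit read from the data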
Target sequence (O00487 whole entry, looked up): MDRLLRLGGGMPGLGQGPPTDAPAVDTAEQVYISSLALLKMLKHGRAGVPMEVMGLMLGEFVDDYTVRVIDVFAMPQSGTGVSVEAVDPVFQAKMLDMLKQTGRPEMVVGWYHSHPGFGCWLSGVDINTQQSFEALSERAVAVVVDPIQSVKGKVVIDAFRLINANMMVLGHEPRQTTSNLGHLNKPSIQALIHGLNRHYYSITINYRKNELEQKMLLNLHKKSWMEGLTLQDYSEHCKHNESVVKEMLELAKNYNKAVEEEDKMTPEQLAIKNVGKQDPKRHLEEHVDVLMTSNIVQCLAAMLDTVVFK
CSN deneddyl inh – inhibitors of human CSN-mediated cullin deneddylation. Q92905. Purified CSN, SCF-Nedd8-OG deneddylation, fluorescence polarization. inhibition, % at 12.5 µM. 0.38% of 360,000 active. AID 651999;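 active = pattern-corrected inhibition above about 35%, with an unprinted fluorescence ratio check between 0.5 and 1.5, limit read from the data, passing the limit was not always enough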;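 also: 0% = enzyme with substrate and 100% = substrate without enzyme; some results filed as inactive read as strong as hits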
Target sequence (Q92905 whole entry, looked up, one chain of several): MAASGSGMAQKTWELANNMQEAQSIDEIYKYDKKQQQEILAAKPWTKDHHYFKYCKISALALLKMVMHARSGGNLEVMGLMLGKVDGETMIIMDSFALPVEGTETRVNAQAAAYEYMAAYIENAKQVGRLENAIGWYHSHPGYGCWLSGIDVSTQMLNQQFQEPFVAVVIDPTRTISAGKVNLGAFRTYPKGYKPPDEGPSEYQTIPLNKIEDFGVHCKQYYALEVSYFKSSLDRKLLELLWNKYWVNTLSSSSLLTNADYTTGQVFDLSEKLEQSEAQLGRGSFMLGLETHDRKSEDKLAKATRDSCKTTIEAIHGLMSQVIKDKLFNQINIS
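Material: human Csn5 produced in HEK293T cells; Input: enzyme 0.24 nM; Reagent: SCFSkp2-Nedd8OG substrate at 10 nM final; Dosing: 12.5 µM compound; Incubation: 90 min reaction at room temperature; Detection: fluorescence polarization of the substrate; Evaluation: % inhibition of substrate cleavage by Csn5; Control set: substrate-only high control, full reaction low control.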
NadD inh – inhibitors of Staphylococcus aureus NadD; purified NadD enzyme, colorimetric absorbance read-out; inhibition, % at 20 µM; 0.78% of 360,000 active; AID 602399; in the data active = inhibition above about 26%; also: some compounds past the cut are filed as inactive
Scp1 inh – Scp-1 (human) phosphatase inhibition | AID 493091 | inhibition, % at 20 µM | Recombinant Scp1, phosphopeptide, malachite green phosphate absorbance | 0.88% of 340,000 active;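 active = inhibition above about 50% at 20 µM, limit read from the data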;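 also: plate controls were DMSO wells with enzyme for no effect and wells lacking enzyme for full effect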
Target sequence (Q9GZU7 76-261 limits assumed): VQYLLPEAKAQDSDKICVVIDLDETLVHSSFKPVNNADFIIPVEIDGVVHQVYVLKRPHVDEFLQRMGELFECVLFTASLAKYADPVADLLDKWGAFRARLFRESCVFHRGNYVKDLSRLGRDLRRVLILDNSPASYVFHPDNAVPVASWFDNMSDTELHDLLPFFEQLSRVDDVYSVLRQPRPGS
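System: SCP-1 catalytic domain; Reagent: Phospho 17-mer peptide substrate; Doses: one concentration, 20 µM, with 1.0% DMSO; Incubation: 45 min room-temperature reaction, 5 min colour, 30 min stabiliser; Signal: Phosphate-binding colour reagent, absorbance read at 630 nm.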
SUMO1 PPI mod – modulators of human SUMO1-mediated protein-protein interactions; P63165; SUMO1 binding to a labelled peptide, TR-FRET, 1 h; inhibition, % at 20 µM; 0.33% of 360,000 active; AID 602429; in the data active = inhibition above about 37%
Tb MetRS inh – blocks T. brucei methionyl-tRNA synthetase activity; purified T. brucei MetRS, ATP depletion, Kinase-Glo luminescence; inhibition, % at 11.9 µM; 0.4% of 360,000 active;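 active = inhibition above a per-plate cutoff of the control wells' mean inhibition plus 3 SD, cut at about 5.5% in these data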;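 also: 0% = DMSO wells median and 100% = median of wells with control inhibitor compound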
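Dosing: 11.9 µM single point; system: parasite MetRS enzyme; technique: luminescence of leftover ATP; times: 15 min enzyme-compound preincubation, 2 h reaction, 10 min detection, 25 °C; replicates: each compound tested once; read-out basis: percent inhibition relative to median high and low control wells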
The depositor's hits bear a star; i = inactive; . = not tested or not shown.

1	COc1cccc(OCC(O)CN2CCN(CCO)CC2)c1 (configuration not stated)
2	CCCOc1ccc(C(=O)CCC(=O)OCC(=O)N(CC)c2c(N)n(Cc3ccccc3)c(=O)[nH]c2=O)cc1
3	CCCC(=O)N1CC(=O)Nc2ccc(C)cc2C1c1ccc(F)cc1 (configuration not stated)
4	O=C(Nc1cccc(F)c1)Nc1c[nH]c(=O)[nH]c1=O
5	COc1ccc(CN2CCNC(=O)C2CC(=O)NCCSc2nccn2C)c(OC)c1 (configuration not stated)
assay / compound	1	2	3	4	5
NadD inh	5	6	3	-4	1
Scp1 inh	10	-5	-6	-9	-7
LMPTP inh	-2.6	0.0	0.3	0.1	-1.1
CSN deneddyl inh	1	1	-1	1	5
SUMO1 PPI mod	-1	-1	-3	1	-6
Tb MetRS inh	-1.7	-0.1	-0.1	-0.3	2.3
DNMT1 block	1	-1	3	1	-5
STEP inh	1	2	-1	-2	-5
Rpn11 inh	i	i	i	i	i
MsrA inh	-1.6	0.0	0.2	-0.8	0.2

6	CN(C)CCN(Cc1cc2cc3c(cc2[nH]c1=O)OCCO3)C(=S)NCC1CCCO1 (configuration not stated)
7	O=C(O)c1ccc(CN(Cc2ccccc2)S(=O)(=O)c2ccc(Cl)cc2)cc1
8	Cc1ccc(C(=O)NNC(=O)CCN2C(=O)C3CCCCC3C2=O)cc1 (configuration not stated)
9	Cc1[nH]c(C)c(S(=O)(=O)Nc2cccc(Cl)c2C)c1C(=O)N1CCCCC1
10	COC(=O)C1=C(C)NC(C)=C(C(=O)OC)C1c1ccc(N(C)C)cc1
assay / compound	6	7	8	9	10
NadD inh	-3	-7	-4	-7	1
Scp1 inh	-2	-10	-5	-6	0
LMPTP inh	0.3	-0.2	-1.3	-0.3	0.2
CSN deneddyl inh	9	1	-4	1	-3
SUMO1 PPI mod	2	9	2	5	-4
Tb MetRS inh	0.2	-0.2	-0.3	24*	-0.9
DNMT1 block	-1	2	3	0	-2
STEP inh	4	2	2	-3	-2
Rpn11 inh	i	i	i	i	i
MsrA inh	5.2*	-0.2	-0.6	-0.4	0.9

Sorted by molar mass (smallest number first): some entries from above
8	Cc1ccc(C(=O)NNC(=O)CCN2C(=O)C3CCCCC3C2=O)cc1 (configuration not stated)
9	Cc1[nH]c(C)c(S(=O)(=O)Nc2cccc(Cl)c2C)c1C(=O)N1CCCCC1
6	CN(C)CCN(Cc1cc2cc3c(cc2[nH]c1=O)OCCO3)C(=S)NCC1CCCO1 (configuration not stated)
assay / compound	8	9	6
NadD inh	-4	-7	-3
Scp1 inh	-5	-6	-2
LMPTP inh	-1.3	-0.3	0.3
CSN deneddyl inh	-4	1	9
SUMO1 PPI mod	2	5	2
Tb MetRS inh	-0.3	24*	0.2
DNMT1 block	3	0	-1
STEP inh	2	-3	4
Rpn11 inh	i	i	i
MsrA inh	-0.6	-0.4	5.2*

Additional compounds follow.
11	CCC(c1nnnn1Cc1ccco1)N(CCc1ccccc1)Cc1cc2ccc(OC)cc2[nH]c1=O (configuration not stated)
12	COC(=O)CSc1nnc(CSc2nc(C)cc(C)n2)n1Cc1ccco1
13	CCc1cc2cc3c(cc2nc1SCC(=O)Nc1nnc(C)s1)OCCO3
14	COc1ccc(CCNc2nc3ccccc3n3nnnc23)cc1OC
15	CCCCN(CC)Cc1ccc(CNC(=S)Nc2c(C)cc(C)cc2C)o1
assay / compound	11	12	13	14	15
NadD inh	15	0	-4	-9	-5
Scp1 inh	-4	-5	-3	-13	-13
LMPTP inh	2.4	-0.3	1.8	0.1	-0.6
CSN deneddyl inh	7	-5	3	-2	0
SUMO1 PPI mod	-2	-2	-22	-2	2
Tb MetRS inh	0.2	-1.3	-0.5	-0.2	-0.8
DNMT1 block	-6	-3	0	-5	-1
STEP inh	-2	0	3	1	85*
Rpn11 inh	i	i	i	i	i
MsrA inh	3.3	-0.9	-1.3	0.2	0.2

16	CC(NC(=O)c1ccccc1)c1nnc(SCC(=O)NC2CCCC2)n1C (configuration not stated)
17	Cc1ccc(S(=O)(=O)N(C)C(=O)NC(=O)NS(=O)(=O)c2ccccc2)cc1
18	O=c1c2[nH]c3ccccc3c2ncn1CCC1=CCCCC1
19	CCC(C)[C@H](NC(=O)NCc1cccs1)C(=O)O (some centres not stated)
20	CCn1c(SCC(=O)N(C)c2c(N)n(Cc3ccccc3)c(=O)[nH]c2=O)nnc1-c1cccs1
assay / compound	16	17	18	19	20
NadD inh	0	-4	9	5	-1
Scp1 inh	-2	2	9	4	.
LMPTP inh	-0.8	-1.4	-1.2	-0.3	-2.9
CSN deneddyl inh	3	6	1	-2	-1
SUMO1 PPI mod	4	-2	-1	0	2
Tb MetRS inh	-1.3	-0.5	0.2	-1.0	-0.1
DNMT1 block	-3	2	9	1	2
STEP inh	-2	1	-1	-1	0
Rpn11 inh	i	i	i	i	i
MsrA inh	-0.4	-0.6	1.7	0.0	-1.6

21	CCCSc1cc(N2CCOCC2)nc(-c2ccccc2Cl)n1
22	O=C1/C(=C/c2cccnc2)SC(=S)N1c1ccccc1
23	N#CCOc1ccccc1P(=O)(c1ccccc1)c1ccccc1
24	CCCCn1c(N)c(N(CCOC)C(=O)c2cc(-c3ccncc3)nc3ccccc23)c(=O)[nH]c1=O
25	O=C(CSc1nnc(NC(=O)c2ccccc2[N+](=O)[O-])s1)NCC1CCCO1 (configuration not stated)
assay / compound	21	22	23	24	25
NadD inh	3	1	-1	2	-5
Scp1 inh	-5	-3	2	-2	45
LMPTP inh	3.1	0.4	-0.5	-1.0	-1.5
CSN deneddyl inh	-2	-2	-4	1	5
SUMO1 PPI mod	-3	-8	5	-6	-7
Tb MetRS inh	-0.2	-0.3	-2.1	-0.4	0.1
DNMT1 block	-4	-2	2	0	1
STEP inh	2	0	0	3	-1
Rpn11 inh	i	i	i	i	i
MsrA inh	1.2	-0.2	-1.0	1.1	1.9

Tb MetRS inh, what is marked active above
9	Cc1[nH]c(C)c(S(=O)(=O)Nc2cccc(Cl)c2C)c1C(=O)N1CCCCC1
assay / compound	9
NadD inh	-7
Scp1 inh	-6
LMPTP inh	-0.3
CSN deneddyl inh	1
SUMO1 PPI mod	5
Tb MetRS inh	24*
DNMT1 block	0
STEP inh	-3
Rpn11 inh	i
MsrA inh	-0.4

(next part)
26	COc1cccc(/C=C/C(=O)OCC(=O)NC2CCCCCC2)c1
27	N=c1c(C(=O)NC2CCCCC2)cc2c(=O)n3ccccc3nc2n1Cc1ccccc1
28	CNC(=O)N(O)C1N(/N=C/c2ccc(C)cc2)C(=S)SC1(C)C (configuration not stated)
29	Cc1[nH]n(-c2nc(-c3ccccc3)cc(=O)[nH]2)c(=O)c1CCO
30	COc1ccc(C)cc1NC(=O)c1ccc2c(=O)n3c(nc2c1)CCCCC3
assay / compound	26	27	28	29	30
NadD inh	-5	13	-1	4	-1
Scp1 inh	.	12	8	7	56*
LMPTP inh	-1.2	2.9	0.2	2.8	1.4
CSN deneddyl inh	-4	2	-2	-12	-7
SUMO1 PPI mod	-13	-27	2	2	-1
Tb MetRS inh	-0.4	-0.1	0.1	-0.5	-0.3
DNMT1 block	1	-1	2	2	-1
STEP inh	2	-1	3	-4	0
Rpn11 inh	i	i	i	i	i
MsrA inh	1.0	-0.1	1.8	-1.7	0.4

31	CCc1nnc(SCC(=O)Nc2ccc3c(c2)OCO3)n1CC
32	CCCCSC(=O)Nc1ccccc1
33	O=C(Nc1ccc(F)c(Cl)c1)C1Cc2c(-c3ccccc3Oc3ccccc3)ccnc2O1 (configuration not stated)
34	O=C(NCCc1ccccc1)C(c1cccs1)N(C(=O)CCl)c1ccc(Cl)cc1 (configuration not stated)
35	O=C(NCc1cccnc1)c1cccc(S(=O)(=O)Nc2ccc(F)cc2)c1
assay / compound	31	32	33	34	35
NadD inh	-6	-6	9	1	-4
Scp1 inh	-5	-7	.	-7	-2
LMPTP inh	-0.6	-0.1	5.5	0.0	0.3
CSN deneddyl inh	-3	1	-4	2	0
SUMO1 PPI mod	-3	-2	5	2	7
Tb MetRS inh	0.1	-0.9	0.3	-1.2	-0.3
DNMT1 block	1	1	-11	32	0
STEP inh	-2	-5	-4	-2	-1
Rpn11 inh	i	i	i	i	i
MsrA inh	0.3	0.0	2.7	-0.2	-0.9

36	C#Cc1ccc([C@@H]2C=C(C(=O)NC3CC3)O[C@H](OCC)[C@H]2CCCO)cc1
37	CCN(CC)CCCn1c(SCC(=O)NCC2CCCO2)nc2ccccc2c1=O (configuration not stated)
38	O=C(N=Nc1c(O)[nH]c2ccc(Br)cc12)c1ccccc1-n1cccc1
39	C=CCNC(=S)Nc1ccc2cn[nH]c2c1
40	O=C(NCC(=O)N(c1ccccc1)C(C(=O)NC1CCCCC1)c1cccnc1)c1cccs1 (configuration not stated)
assay / compound	36	37	38	39	40
NadD inh	-1	0	9	20	0
Scp1 inh	2	-7	-6	-2	-10
LMPTP inh	-0.7	0.6	3.6	-2.5	-1.0
CSN deneddyl inh	-2	-3	4	-4	2
SUMO1 PPI mod	4	2	-17	-2	1
Tb MetRS inh	0.2	0.1	8.6*	-1.1	0.0
DNMT1 block	-10	-1	-18	0	1
STEP inh	-2	-6	-1	-1	-1
Rpn11 inh	i	i	i	i	i
MsrA inh	-0.5	-0.2	1.5	0.6	1.4

41	Cc1cc(S(=O)(=O)N(Cc2ccc(F)cc2)CC2CCCO2)ccc1-n1cnnn1 (configuration not stated)
42	O=C(OCC(=O)N1CCCC1)c1ccco1
43	COc1ccccc1NS(=O)(=O)c1cccc(C(=O)N/N=C(\C)c2ccc(-n3ccnc3)cc2)c1
44	CCOC(=O)c1c(C)[nH]c(C(=O)OCC(=O)Nc2cc(C)nn2-c2ccccc2)c1C
assay / compound	41	42	43	44
NadD inh	-7	1	18	-3
Scp1 inh	-3	-10	3	-1
LMPTP inh	-0.9	-3.8	2.8	0.9
CSN deneddyl inh	3	2	-2	8
SUMO1 PPI mod	-3	-2	-1	2
Tb MetRS inh	0.0	-0.4	-0.1	-0.3
DNMT1 block	0	-1	-6	-2
STEP inh	0	1	2	0
Rpn11 inh	i	i	i	i
MsrA inh	0.7	-0.3	-0.8	-1.5
